Screening data from PubChem BioAssay.
OX1R FRET antag = antagonists of human orexin 1 receptor (OX1R). OX1R-expressing cells, FRET antagonist read-out. inhibition, % at 6.6 µM. 1.8% of 330,000 active; in the data active means inhibition mostly above about 38%, no sharp cut-off; inactive means mostly below about 40%;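 further: 0% = agonist challenge alone and 100% = reference antagonist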
Target sequence (O43613 whole entry, looked up): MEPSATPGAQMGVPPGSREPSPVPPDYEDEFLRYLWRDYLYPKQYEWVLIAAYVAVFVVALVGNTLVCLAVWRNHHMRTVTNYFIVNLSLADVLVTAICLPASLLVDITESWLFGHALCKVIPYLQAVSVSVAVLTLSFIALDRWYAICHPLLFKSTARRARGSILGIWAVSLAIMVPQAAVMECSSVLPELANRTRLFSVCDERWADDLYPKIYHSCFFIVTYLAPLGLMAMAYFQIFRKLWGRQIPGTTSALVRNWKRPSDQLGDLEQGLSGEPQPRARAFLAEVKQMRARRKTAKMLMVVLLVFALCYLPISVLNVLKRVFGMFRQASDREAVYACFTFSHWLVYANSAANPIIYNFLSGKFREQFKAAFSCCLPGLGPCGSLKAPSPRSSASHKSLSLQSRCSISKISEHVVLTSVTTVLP
STK33 inh = human STK33 kinase inhibition | Q9BYT3 | purified STK33, MBP phosphorylation, ADP-Glo luminescence | inhibition, % at 10 µM | 0.073% of 320,000 active;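 active means inhibition at or above 25%, using the most active replicate where run in duplicate; inactive means inhibition below 25%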
Target sequence (Q9BYT3 whole entry, looked up): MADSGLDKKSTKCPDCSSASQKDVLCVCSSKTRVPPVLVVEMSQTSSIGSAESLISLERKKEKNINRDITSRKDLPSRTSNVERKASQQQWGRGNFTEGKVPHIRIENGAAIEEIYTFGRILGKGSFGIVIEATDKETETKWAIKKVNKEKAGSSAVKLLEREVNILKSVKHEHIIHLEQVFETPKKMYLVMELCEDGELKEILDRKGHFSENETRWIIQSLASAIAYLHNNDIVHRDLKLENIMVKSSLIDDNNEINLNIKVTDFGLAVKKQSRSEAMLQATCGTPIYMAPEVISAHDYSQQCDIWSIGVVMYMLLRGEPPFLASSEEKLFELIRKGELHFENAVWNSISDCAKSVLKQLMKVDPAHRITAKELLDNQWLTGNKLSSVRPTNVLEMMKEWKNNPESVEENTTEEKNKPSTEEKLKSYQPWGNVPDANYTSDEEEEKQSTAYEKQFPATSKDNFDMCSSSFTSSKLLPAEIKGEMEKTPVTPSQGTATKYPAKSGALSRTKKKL
* hit, by the source's call; nt = no result given.

SMILES	OX1R FRET antag	STK33 inh
CC(NC(=O)CCC(=O)c1ccc(F)cc1)C1CC2CCC1C2 (stereo unspecified)	28.5	-1.5
CCOC(=O)C1=C(C)N(C[C@@H]2CC[C@@H](Cc3ccc(-c4ccccc4)cc3)O2)C(=O)NC1c1cccc2ccccc12 (stereo partly specified)	19.4	nt
Cc1ccc(C)c(NC(=O)c2cc3ccccn3n2)c1	15.3	0.4
Cc1cc(=O)oc2cc(OCC3CC(c4ccc(Cl)cc4)=NO3)ccc12 (stereo unspecified)	13.9	-0.1
CC(=O)Nc1ccc(S(=O)(=O)Oc2ccc3c(c2)C(C)=CC(C)(C)N3)cc1	55.6	0.6
COc1cccc(CNC(=O)c2ccc(C(=O)NCc3cccc(OC)c3)cc2)c1	32.7	-0.5
O=C(c1ccco1)N1CCN(CCCCOc2ccc(F)cc2)CC1	2.1	-0.8
CCCCNC(=O)c1cc(-c2ccc(OC)c(OC)c2)on1	11.7	-1.9
C=CCOC(=O)C1=C(C)NC(SCC)=C(C#N)C1c1ccc(Cl)cc1 (stereo unspecified)	33.5	-1.6
Cc1ccc(S(=O)(=O)N2CCOCC2)cc1NC(=O)COc1ccc2c(C)cc(=O)oc2c1	19.9	0.3
O=C1CC(=O)Nc2cc(S(=O)(=O)Nc3cccc(C(F)(F)F)c3)ccc2N1	7.0	1.5
Cc1ccc(NC(=O)C2CCN(c3cnccn3)CC2)cc1C	11.6	7.7
CCc1cc(=O)oc2cc(C)cc(OC(C)C(=O)NCC(O)c3ccccc3)c12 (stereo unspecified)	12.7	-1.6
COC(=O)/C=C1\S/C(=N/N=C/c2ccc(Cl)cc2)NC1=O	18.7	-1.9
O=[N+]([O-])c1ccc(N2CCN(S(=O)(=O)c3ccccc3)CC2)cc1N1CCc2ccccc2C1	22.1	4.4
CCc1cc2c(=O)n(CCC(C)C)c(=S)[nH]c2s1	21.6	-2.1
CC1(C)C2CCC(C2)C1(C)NC(=O)CN1CCCC1 (stereo unspecified)	3.1	-1.5
CC1(C)Cc2c(sc(NC(=O)/C=C/C(=O)O)c2C#N)CO1	22.3	-0.4
COc1ccc(-c2nnc(SC(C)C(=O)Nc3nccs3)n2Cc2ccccc2)cc1OC (stereo unspecified)	23.9	2.6
CN1CCN(C(=O)c2cnn(-c3ccccc3)c2NC(=O)c2ccc([N+](=O)[O-])cc2)CC1	45.7	-1.2
Cc1ccc(NC(=S)N2CCCCC2CO)cc1C (stereo unspecified)	-9.4	-2.3
CCOc1ccc(CN2CCN(Cc3ccc4cc(F)ccc4n3)CC2CCO)cc1 (stereo unspecified)	3.2	-2.0
Cc1ccnc(NC(=O)/C=C/c2ccccc2[N+](=O)[O-])c1	27.2	-0.5
CCOC(=O)C1=C(C)SC2=NS(=O)(=O)CCN21	7.8	-0.4

The closing 4 records of the section before come first, to join the parts:
SMILES	OX1R FRET antag	STK33 inh
Cc1ccc(NC(=S)N2CCCCC2CO)cc1C (stereo unspecified)	-9.4	-2.3
CCOc1ccc(CN2CCN(Cc3ccc4cc(F)ccc4n3)CC2CCO)cc1 (stereo unspecified)	3.2	-2.0
Cc1ccnc(NC(=O)/C=C/c2ccccc2[N+](=O)[O-])c1	27.2	-0.5
CCOC(=O)C1=C(C)SC2=NS(=O)(=O)CCN21	7.8	-0.4
Cc1c(NC(=O)c2cc(-c3ccccc3)nc3ccccc23)c(=O)n(-c2ccccc2)n1C	13.4	-0.8
Cc1ccc2[nH]c(=O)c(CNS(=O)(=O)c3ccccc3)c(-c3ccccc3)c2c1	12.6	3.1
COCCN1C(=O)c2ccccc2C(C(=O)Nc2ccc3c(c2)OCCO3)C1c1ccc(F)cc1 (stereo unspecified)	4.6	0.9
CCOC(=O)C1=C(C)Nc2nc(SCC(=O)OC)nn2C1c1cc(F)cc(F)c1 (stereo unspecified)	3.2	0.1
Cc1cc(C(=O)CSc2nnc(N)s2)c(C)n1C1CC1	2.2	1.3
COc1ccc2nc(NC(=O)CSCc3c(C)noc3C)sc2c1	8.7	-0.1
CC(C)(C)C(=O)NC(=S)Nc1ccc(C(F)(F)F)cc1	4.4	-0.2
COC(CCN(C)C)(c1ccccc1)c1ccccc1	2.9	1.1
OC(CNCC1CCCO1)COc1ccc(OCC(O)CNCC2CCCO2)cc1 (stereo unspecified)	14.1	-1.8
COc1ccc(NCc2n[nH]c(=O)c3ccccc23)cc1	15.6	2.7
CC1(c2ccc3noc(-c4cccc(F)c4)c3c2)OCCO1	24.4	-0.8
C=CCC1c2cccc(C(=O)O)c2C(=O)N1c1cccc(OC)c1 (stereo unspecified)	12.5	-0.6
O=C(O)C1CC(c2ccccc2)=NO1 (stereo unspecified)	7.7	-1.1
OCCCn1c(CCNc2nc(-c3ccc(F)cc3)cs2)nc2cc(C(F)(F)F)ccc21	13.6	0.1
CN(Cc1ccccc1)S(=O)(=O)c1ccccc1Br	10.7	nt
CCCCCCCCOc1ccc(C(=O)O)cc1	29.2	-1.1
CC(=O)Nc1c(OC(C)=O)ccc2c(C)cc(=O)oc12	5.8	-2.4
COc1ccc(OC)c(NC(=O)COC(=O)CCc2nc3ccccc3c(=O)[nH]2)c1	12.3	-0.2
CCCCCc1nnc(NC(=O)C2COc3ccccc3O2)s1 (stereo unspecified)	16.4	-1.3
Cc1cccc(N=C2CSC(=O)N2)c1	9.2	-0.3
CCN=C1SC(CC(=O)NC(C)c2ccccc2)C(=O)N1CC (stereo unspecified)	16.9	-0.9
CCOc1ccc(-c2nnc(SCC(=O)Nc3cc(C)on3)o2)cc1	7.9	-0.6
CC(=Nc1ccccc1)Nc1ccccc1	19.4	-0.9
CCCC1C2C(=O)N(c3cccc(C)c3)C(=O)C2ON1c1ccccc1 (stereo unspecified)	12.8	-0.9
Cc1cc(=O)n2[nH]c(-c3ccc(F)cc3)nc2n1	11.1	1.5
CN(NS(=O)(=O)c1ccc(Cl)cc1)c1cnn(C)c(=O)c1Cl	5.3	0.9
COc1ccc(CN(C)C(=O)C(Cc2ccccc2)NC(=O)c2ccccc2)c(OC)c1 (stereo unspecified)	22.7	nt
Cn1c(CN2CCCC2)nc2cc(NS(=O)(=O)c3ccccc3)ccc21	9.6	-1.5
COc1ccc(CCNC(=O)CN2C(=O)COc3ccc(S(=O)(=O)N4CCOCC4)cc32)c(OC)c1	4.3	-1.2
Cc1ccc(S(=O)(=O)N2[C@@H](c3ccccc3F)C(C(=O)O)=CC[C@H]2c2ccc(Cl)c(Cl)c2)cc1	66.9*	-1.9
CCc1ccc(NC(=O)C(C)OC(=O)CC(NC(C)=O)c2ccccc2)cc1 (stereo unspecified)	3.7	0.3
CC(C)CN(C(=O)CCC(=O)OCC(=O)N(C)c1ccccc1)c1c(N)n(CC(C)C)c(=O)[nH]c1=O	17.0	-2.0
COC(=O)c1sccc1Oc1ccc(Cl)cc1N1C(=O)CCC1=O	4.0	-0.3
C=CCn1c(C)nnc1SCC(=O)Nc1ccc2c(c1)OCCO2	4.3	-0.6
CCOc1ccc(-n2c(C)c(C(C)=O)c(C(C)=O)c2C)cc1	12.9	0.2
c1ccc(-n2c(-c3ccncc3)nnc2-c2cccs2)cc1	13.6	nt
COc1ccc(N2CCN(S(=O)(=O)CCNC(=O)C3CCCCC3)CC2)cc1	-4.1	0.5
CSc1cccc(NC(=O)Nc2ccccc2)c1	42.2	-1.2
CCS(=O)(=O)N1CCC(C(=O)Oc2ccc(C)c(C)c2)CC1	8.3	0.1
C/C(=N\Nc1ccc([N+](=O)[O-])cc1)c1ccc(O)cc1	32.0	-2.1
NC(=O)N/N=C/c1ccccc1OC(=O)c1ccccc1Br	2.8	-0.6
CC1=C(C(=O)OCc2ccccc2)C(c2ccco2)C2=C(CC(C)(C)CC2=O)N1 (stereo unspecified)	8.7	-1.1
Cc1ccc(Nc2nnc(SCC(=O)NC(Cc3c[nH]c4ccccc34)C(=O)O)s2)cc1 (stereo unspecified)	63.5	-1.7
CCN1CCN(C(=S)c2ccc(OC)cc2)CC1	6.0	0.1
c1coc(C2Nc3ccccc3C3OCCC23)c1 (stereo unspecified)	8.2	-0.4
COc1ccccc1N(CC(=O)NC1CCCCC1)C(=O)CCC(=O)Nc1ccccn1	12.5	0.2
O=C1NCC(COc2cccc3ccccc23)O1 (stereo unspecified)	13.5	1.2
COc1ccc(OCCSc2ncnc3nc[nH]c23)cc1	13.0	0.1
CCOc1ccc(NC(=S)NC(C)C(c2ccccc2)N2CCN(C)CC2)cc1 (stereo unspecified)	12.7	-1.8
Cc1c(NC(=O)c2cc(-c3ccc(F)cc3)nc3ccccc23)c(=O)n(-c2ccccc2)n1C	6.2	0.5
Cc1ccc(NC(=O)C2CCN(S(=O)(=O)c3c(C)[nH]c(=O)[nH]c3=O)CC2)cc1	12.3	-0.4
COc1ccc2cc(C(=O)C3CCCN(C(=O)c4ccnn4C)C3)ccc2c1 (stereo unspecified)	17.6	-0.3
COC(=O)[C@]1(Cc2ccccc2)N[C@H](CN(C)C(=O)Nc2ccc(Cl)cc2)[C@@H]2C(=O)N(C)C(=O)[C@@H]21	4.9	nt
Cc1cc2c(c(=O)n1CCc1ccccc1)C(c1ccco1)C(C#N)=C(N)O2 (stereo unspecified)	13.7	-1.1
O=C(Nc1nnc(-c2ccccc2)o1)c1nc2ccccc2s1	6.2	-0.1
Cc1ccc(C(=O)NNC(=O)CCn2nnc3ccccc32)cc1	7.6	-0.8
CCC(C)NC(=O)Cn1cnc2sc(C)c(S(=O)(=O)N3CCN(c4ncccn4)CC3)c2c1=O (stereo unspecified)	25.1	0.7
CCCCCC(O)(CCCCC)C(=O)NNc1ccccc1	3.4	-1.2
COC(=O)c1ccc(NC2(C#N)C(=O)Nc3ccccc32)cc1 (stereo unspecified)	8.9	0.8
O=C(Cc1cccc([N+](=O)[O-])c1)Nc1cccc(C(=O)N2CCCCC2)c1	17.1	-2.1
(listing goes on)
SMILES	OX1R FRET antag	STK33 inh
NC(=O)c1ccc(NC(=O)COC(=O)c2ccc3ccccc3n2)cc1	3.4	-1.3
O=C(N/N=C/c1coc2ccccc2c1=O)c1ccccc1	2.7	1.5
COc1cc(/C=C/C(=O)OCC(=O)NCc2ccco2)ccc1OC(F)F	17.4	-0.6
CCCC(=O)N1CCN(c2nc3ccc(Br)cc3s2)CC1	10.2	1.3
O=C(CSc1nnc(CNC(=O)c2c(F)cccc2Cl)o1)NC1CCCCC1	0.2	-0.5
CCOC(=O)CNC(=O)CNC(=O)c1ccc(OCC(C)C)cc1	3.4	-2.1
CCCCNC(=O)c1ccccc1NC(=O)CCC	18.1	-0.5
O=C(COc1ccccc1[N+](=O)[O-])Nc1cccnc1	16.8	0.1
CS(=O)CCC(NS(=O)(=O)c1ccccc1)C(=O)O (stereo unspecified)	5.4	-0.3
COc1ccccc1N1CCN(C(=O)CN(C)S(=O)(=O)c2ccc3c(c2)c(=O)n(C)c(=O)n3C)CC1	23.7	-1.6
CCCCN(CCCC)Cc1ccc(C(=O)NNC(=O)Nc2ccccc2)o1	13.3	-0.4
Cc1ccc(-c2c(C#N)c(N)n(-c3ccc(C)cc3)c(=O)c2C#N)cc1	0.7	-0.7

Structures listed so far shown as hits in OX1R FRET antag.
SMILES	OX1R FRET antag	STK33 inh
Cc1ccc(S(=O)(=O)N2[C@@H](c3ccccc3F)C(C(=O)O)=CC[C@H]2c2ccc(Cl)c(Cl)c2)cc1	66.9*	-1.9

Carrying on:
SMILES	OX1R FRET antag	STK33 inh
NS(=O)(=O)c1ccc(CCNC(=O)CN2CCN(Cc3cccc4ccccc34)CC2)cc1	24.3	-0.3
CCc1csc(CCNC(=O)C2CCC(=O)N(CCOC)C2)n1 (stereo unspecified)	-4.5	0.1
CCOC(=O)C1CCCN(CC(=O)Nc2c(C(=O)OC)[nH]c3ccc(C)cc23)C1 (stereo unspecified)	5.1	nt
CC1(C)CC(=O)C=C(c2ccc(I)cc2)C1	4.2	-1.4
O=C(Nc1cccc(-c2nnc(-c3ccccc3)o2)c1)c1ccco1	29.3	-0.3
O=C(Nc1ccc(-c2nc3ncccc3o2)cc1)c1ccc(Br)o1	41.8	-0.7
Cc1ccc(NC(=O)C2CCN(C(=O)[C@@H]3Cc4ccccc4CN3)CC2)cc1	-2.4	0.4
C[C@H]1COc2c(C3(N)CC3)c(F)cc3c(=O)c(C(=O)O)cn1c23	3.9	-0.8
COc1ccccc1N/N=C/c1ccc2c(c1)OCO2	1.1	-2.3
CN(C)CCn1c2c(c(SCC(=O)NCc3ccccc3)nc1=O)CCC2	9.0	-1.4
O=C1CCN(Cc2ccc([N+](=O)[O-])cc2)CCN1[C@H](CO)c1ccccc1	33.9	-0.1
COc1ccc(CC(=O)Nc2ccc(OC(C)=O)cc2C(=O)O)cc1	9.0	-1.3
O=C(NCc1nnc(SCC(=O)N2CCOCC2)o1)c1ccccc1F	8.4	-1.7
Cc1ccc(NC(=O)CCSc2nnc(Cc3ccccc3)o2)cc1	10.5	-0.5
Cc1cc(SCC(=O)c2cccs2)n2nc(C)c(-c3ccccc3)c2n1	34.7	0.0
CC1CCN(C(=O)Cn2cc(C(=O)C3CC3)c3ccccc32)CC1	16.1	-2.7
COc1ccc(C)cc1NS(=O)(=O)c1cn(C)c(=O)n(C)c1=O	16.5	-0.8
Cc1ccc(C(=O)NCC(=O)OCC(=O)c2cc(C)n(Cc3ccco3)c2C)cc1	17.4	-1.3
Cc1ccc(S(=O)(=O)c2nc(C)oc2N2CCOCC2)cc1	13.5	-0.2

Gathered by group: the compounds so far with a cyano group
SMILES	OX1R FRET antag	STK33 inh
C=CCOC(=O)C1=C(C)NC(SCC)=C(C#N)C1c1ccc(Cl)cc1 (stereo unspecified)	33.5	-1.6
CC1(C)Cc2c(sc(NC(=O)/C=C/C(=O)O)c2C#N)CO1	22.3	-0.4
Cc1cc2c(c(=O)n1CCc1ccccc1)C(c1ccco1)C(C#N)=C(N)O2 (stereo unspecified)	13.7	-1.1
COC(=O)c1ccc(NC2(C#N)C(=O)Nc3ccccc32)cc1 (stereo unspecified)	8.9	0.8
Cc1ccc(-c2c(C#N)c(N)n(-c3ccc(C)cc3)c(=O)c2C#N)cc1	0.7	-0.7
